LMNA splice mod: changes lamin A minigene splicing in HeLa cells | HeLa LMNA splicing GFP/RFP minigene ratio, 48 h | Potency, µM (highest dose often 46.1 µM), for inactives: at the top dose ratio change, negative = inhibition, actives largely listed as inhibitors | 200,000 tested, 0.01% active | AID 1487; active = well fitted inhibition curve with a large enough effect in the signal ratio, with a control signal flat, not every such curve was filed as active; inconclusive = small, poorly fitted or top-dose-only effect, or effect the other way, or a change in a side signal; the % refers to the signal ratio; note: % is set by controls: 0 for no effect and ±100 for the full control effect
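S3 HeLa stable clones carrying a lamin A-EGFP splicing minigene plus DsRed2 were seeded at 600 cells/well in Opti-MEM with 2% FBS, pin-dosed and incubated 48 h at 37°C. Acumen cytometry (488 nm) gave the GFP/RFP total-intensity ratio.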
KinaseGlo FLuc: blocks Kinase-Glo luciferase, a counter-screen artifact. Q27757. Kinase-Glo luciferase, ATP luminescence, 8 min. Potency, µM (series often up to 38.3 µM), inactives show at the top dose activity change, negative = inhibition, actives largely listed as inhibitors. 200,000 tested, 0.28% active; note: % is set by controls: 0 for no effect and ±100 for the full control effect; nearly all actives have a fitted effect of over 60% in size
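Compounds were added to a substrate mix at pH 7.2 (50 mM imidazole, 10 uM ATP, within the enzyme's linear range), followed by Kinase-Glo detection reagent; luminescence was measured after 8 minutes at ambient temperature.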
RECQ1 inh: RECQ1 (human) helicase inhibition; P46063; RECQ1 DNA unwinding, red fluorescence kinetic read; Potency, µM (doses to about 57.3 µM), for the others: at the top dose activity, negative = inhibition, usual class: inhibitors; 240,000 tested, 0.54% active; AID 2549;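 note: plate controls were vehicle for no effect and no enzyme for full effect; nearly all actives have a fitted effect of over 30% in size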
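RECQ1T1 50 nM; forked duplex (20 bp + 30-nt ss tails) 200 nM, ATP 2 mM final; pH 8.0, 2 mM MgCl2, 2.5 ug/ml poly(dI-dC); 15 min compound preincubation; discontinuous kinetic read over 2 h at RT.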
ALDH1A1 inh: ALDH1A1 (human) enzyme inhibition; P00352; Purified ALDH1A1, NADH fluorescence, propionaldehyde substrate; Potency, µM (series often up to 75.3 µM), inactives show at the top dose activity, negative = inhibition, most hits filed as inhibitors; 220,000 tested, 7.3% active; AID 1030; active = well fitted inhibition curve with a large enough effect, not every such curve was filed as active; inconclusive = small, poorly fitted or top-dose-only effect, or another doubt; inactive = no such curve, though single readings can be large or run the other way;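 note: plate controls were no enzyme wells and a reference inhibitor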
Target sequence (P00352 whole entry, looked up): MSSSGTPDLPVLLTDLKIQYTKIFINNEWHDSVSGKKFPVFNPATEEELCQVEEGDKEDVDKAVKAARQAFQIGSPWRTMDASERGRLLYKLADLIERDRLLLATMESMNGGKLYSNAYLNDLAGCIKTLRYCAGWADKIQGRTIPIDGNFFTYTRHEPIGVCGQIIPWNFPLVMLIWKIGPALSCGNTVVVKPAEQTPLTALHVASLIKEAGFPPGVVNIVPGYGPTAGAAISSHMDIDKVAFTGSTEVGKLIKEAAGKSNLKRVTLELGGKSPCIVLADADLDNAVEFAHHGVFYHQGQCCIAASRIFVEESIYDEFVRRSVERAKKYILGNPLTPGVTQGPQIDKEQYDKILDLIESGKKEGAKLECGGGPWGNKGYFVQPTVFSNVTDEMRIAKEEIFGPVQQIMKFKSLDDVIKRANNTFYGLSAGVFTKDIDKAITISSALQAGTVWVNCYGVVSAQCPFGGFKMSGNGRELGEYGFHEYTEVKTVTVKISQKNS
L3MBTL1 block: L3MBTL1 (human) inhibition; Q9Y468; AlphaScreen L3MBTL1–H3K9me1 peptide binding; Potency, µM (doses to about 57.1 µM), without a hit: at the highest dose activity, negative = inhibition, most hits filed as inhibitors; 230,000 tested, 0.66% active; AID 485360; note: % is set by controls: 0 for no effect and ±100 for the full control effect; nearly all actives have a fitted effect of over 60% in size
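Displacement of a biotinylated histone H3(1-15) peptide monomethylated at Lys9 (75 nM) from L3MBTL1 (50 nM) was measured by AlphaScreen after a 30 min room-temperature compound incubation; cefsulodin titration served as intraplate control.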
Tau ThT inhib: tau fibrillization inhibition (ThT binding); P10636; recombinant tau K18 P301L (four-repeat tau fragment), heparin-induced fibrillization, ThT fluorescence; 270,000 tested, 2.1% active; Potency, µM (doses to about 57.4 µM), without a hit: at the top dose activity, negative = inhibition, actives largely listed as inhibitors; note: % is set by controls: 0 for no effect and ±100 for the full control effect; nearly all actives have a fitted effect of over 55% in size
Target sequence (P10636 561-689 P618L limits assumed): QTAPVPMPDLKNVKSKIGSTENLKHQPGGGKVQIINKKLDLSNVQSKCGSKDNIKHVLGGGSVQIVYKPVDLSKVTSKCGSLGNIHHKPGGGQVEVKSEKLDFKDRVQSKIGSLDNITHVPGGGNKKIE
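Recombinant human tau K18 fragment […] carrying P301L, 15 uM unlabeled plus 0.24 uM Alexa 594-labeled, was fibrillized with 20 uM heparin in 100 mM sodium acetate pH 7 for 6 hr at 37 C; 30 uM ThT fluorescence read after 1 hr.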
SMN2 splice enh: enhancers of SMN2 splice variant expression; HEK293 SMN2-luciferase splicing reporter, luminescence, 30-36 h; Potency, µM (doses to about 46.1 µM), inactives show at the top dose activity change, positive = activation, most hits filed as activators; 210,000 tested, 2.8% active; AID 1458; note: % of control where 0% means no effect; nearly all actives have a fitted effect of over 55% in size
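HEK293 cells carry an SMN2 […]–luciferase reporter in which exon 7 inclusion puts luciferase in frame. Cells were plated 10-12 h before compound addition, then incubated 30-36 h at 37C. ONE-Glo luminescence was read; sodium butyrate at 4.5 mM final served as control.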
JMJD2E inh: blocks human JMJD2E demethylase activity | Potency, µM (series often up to 57.1 µM), for the others: at the top dose activity change, negative = inhibition, usual class: inhibitors | AID 2147 | JMJD2E catalytic domain, FDH-coupled NADH fluorescence (FDH is formaldehyde dehydrogenase) | 230,000 tested, 1.6% active | B2RXH2; active = well fitted inhibition curve with a large enough effect, not every such curve was filed as active; inconclusive = small, poorly fitted or top-dose-only effect, or another doubt; inactive = no such curve, though single readings can be large or run the other way;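 note: 0% = wells with enzyme and -100% = buffer wells without enzyme; nearly all actives have a fitted effect of over 50% in size; many of its hits are not listed in these tables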
Target sequence (B2RXH2 1-337 limits assumed): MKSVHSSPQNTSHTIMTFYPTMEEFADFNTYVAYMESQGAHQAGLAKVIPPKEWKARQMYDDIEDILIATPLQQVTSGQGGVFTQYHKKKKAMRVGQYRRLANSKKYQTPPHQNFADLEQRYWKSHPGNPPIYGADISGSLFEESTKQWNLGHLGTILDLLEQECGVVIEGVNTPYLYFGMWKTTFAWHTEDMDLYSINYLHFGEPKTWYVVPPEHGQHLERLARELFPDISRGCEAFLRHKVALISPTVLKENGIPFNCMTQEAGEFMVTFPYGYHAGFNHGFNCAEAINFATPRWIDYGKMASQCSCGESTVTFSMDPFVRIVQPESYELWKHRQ
Starred values were filed as active, the others as inactive; i = inactive; ? = inconclusive; nt = no result given; [ ] = dose if it differs, or a comment. Unless noted, calls come from the whole dose curve; as a rule, active = well fitted curve in the direction sought with a large enough effect; inconclusive = small, poorly fitted or top-dose-only effect, or another doubt; inactive = no such curve, though single readings can be large; an effect the other way counts as inactive or inconclusive. Potency is the fitted concentration of half-maximal effect. An excerpt; count on the stated rates, not on these rows.

Compound,LMNA splice mod,KinaseGlo FLuc,RECQ1 inh,ALDH1A1 inh,L3MBTL1 block,Tau ThT inhib,SMN2 splice enh,JMJD2E inh
O=C(N/N=C1\CCc2ccccc21)c1ccncc1,-4%,-5%,0%,0%,0%,2%,20µM*,0%
COC(=O)[C@@H](NC(=O)Nc1ccc(OC)cc1)C(C)C,3%,0%,i,-3%,nt,0%,?,7%
COc1ccc(CC(=O)Nc2c3c(nn2-c2cccc(Cl)c2)CS(=O)(=O)C3)cc1,16%,-3%,-14%,?,3%,-12%,-19%,1%
CN(C)S(=O)(=O)c1ccc(C(=O)Nc2nnc(SCc3cccc(F)c3)s2)cc1,3%,-3%,-4%,?,5%,-2%,22%,?
O=C(Nc1ccccc1F)c1ccc(CSc2ncccn2)cc1,-2%[46 µM],?,i,-2%,-1%[11.4 µM],?,?,-18%
Nc1cccc(-c2cc3ccccc3oc2=O)c1,nt,-3%,i,4%,-6%,?,22%,5%
COC(=O)[C@H](C)NC(=O)NCc1ccc(F)cc1,-2%,4%,-5%,13%,nt,-6%,-7%,6%
COCCn1c(NCc2ccc(C)cc2)nc2c1c(=O)[nH]c(=O)n2C,7%,5%,2%,9%,-7%,-1%,-1%,1%
COc1cccc(NS(=O)(=O)c2c(C)n(C)c(=O)n(C)c2=O)c1,-13%,0%,i,4%,5%,17%,-4%,3%
Cc1c(C(=O)NCc2ccccn2)sc2nc(-c3ccc(F)cc3)cn12,?,1%,-4%,12%,-5%,-3%,-37%[inhibitor],4%
O=C(C[n+]1cc(-c2ccccc2)n2c1CCC2)c1cccs1,-27%[46 µM],5%,i,4%,4%,-3%,-9%,0%
COc1ccc(S(=O)(=O)N2CCCC(C(=O)NCc3ccco3)C2)cc1Cl (stereo not given),2%,7%,-9%,?,-3%,-7%,-5%,1%
Cc1cc(C)cc(OCC(=O)NCc2cc(C)nc3ccccc23)c1,17%[46 µM],-1%,i,-4%,-5%,0%,-24%,-1%
CNC(=O)C(=O)NCC1OCCN1S(=O)(=O)c1ccc([N+](=O)[O-])cc1 (stereo not given),2%,0%,-6%,?,1%,2%,-5%,1%
Cc1ccc(-c2n[nH]c(=S)n2C)cc1Cl,nt,0%,16%,32%[activator],-10%,14%,-41%,4%
O=C1CC(NNc2ccccc2)C(=O)N1c1cccc(Cl)c1 (stereo not given),10%,0%,-3%,?,-4%,-11%,13%,0%
Cc1ccc(-n2c(-c3ccccc3)nnc2-c2cccs2)cc1,2%,1%,-5%,6%,11%,0%,-14%,1%
Cc1ccc(S(=O)(=O)CCc2nnc(NC(=O)C3CCCO3)s2)cc1 (stereo not given),11%,-1%,-7%,10%,nt,4%,15%,11%
Cc1noc(C(=O)NCc2ccco2)c1Cl,-7%,2%,-5%,1%,18%,-6%,?,-5%
CC(C)c1cc(C(=O)NNC(=S)NCc2ccco2)c(O)c(C(C)C)c1,?,2%,2%,22µM*,-10%,?,-40%[inhibitor],3%
COc1ccc(CNc2oc(COc3ccc(Cl)cc3)nc2C#N)cc1,?,-2%,-17%,-5%,-18%,-16%,-23%,1%
O=C(c1ccc2c(=O)n(Cc3ccco3)c(=S)[nH]c2c1)N1CCN(Cc2ccccc2)CC1,?,1%,-1%,?,0%,?,-20%,-4%
Cc1nc(N2CCOCC2)nc(N2CCCCC2)c1[N+](=O)[O-],-5%,-2%,-3%,16µM*,-7%,-1%,9%,4%
COc1ccc(C2CCCN2C(=S)Nc2ccc(C)c(C)c2)cc1OC (stereo not given),1%[46 µM],-2%,i,?,nt,-18%,-62%[inhibitor],2%
C/C(=N\NC(=S)NC(C)C)c1ccc(Cl)c([N+](=O)[O-])c1,nt,nt,0%,nt,-22%,?,nt,-5%
CCOC(=O)Cc1cc(-c2ccc(OC)cc2)nc2ccc3ccccc3c12,-21%,3%,-10%,?,43%[activator],-1%,3%[1.84 µM],?
CNC(=S)Nc1cc(OC)ccc1OC,-10%,7%,6%,-1%,-5%,-11%,6%,3%
O=C(COC(=O)Cc1ccsc1)NCC12CC3CC(CC(C3)C1)C2,3%,1%,-2%,?,nt,-5%,12%,-5%
N#Cc1c(NCCCO)nc(-c2ccco2)c2c1CCCC2,11%,-2%,i,?,nt,-9%,-11%,?
CCOC(=O)c1sc(Nc2nc(C)cc(OC)n2)nc1C,?,0%,i,?,-1%,-13%,nt,6%
C=CCn1c2ccccc2c2nnc(SC(CC)C(=O)Nc3nc(C)c(C(=O)OCC)s3)nc21 (stereo not given),4%,-2%,13%,-8%,-3%,-8%,18%,-5%
CCOC(=O)c1sc2ncnc(N3CCN(C)CC3)c2c1C,nt,-1%,17%,?,-10%,7%,-13%,2%
COc1cc(OC)c2cc(C(=O)N/N=C/c3cccc(OC)c3O)[nH]c2c1,nt,nt,-3%,nt,-2%,5µM*,nt,10µM*
Cc1cccc(NC(=O)c2cc(S(=O)(=O)NCc3ccco3)ccc2F)c1C,?,-3%,9%,?,-2%,-16%,-20%,-4%
O=C1OCCN1C(=O)[C@H]1[C@H](c2ccc(Cl)cc2)C(c2ccccc2)=NN1c1ccccc1,nt,1%[39.9 µM],i,?,12%,-2%,nt,nt
C#CCCOC(=O)N1C2=NC(C(=O)OC)=C(C(=O)OC)[C@@H]3N(Cc4ccccc4)c4ccccc4[C@]23C[C@H]1C(=O)OC,?,-1%[7.66 µM],-13%[11.5 µM],-6%[13.5 µM],nt,-3%[11.5 µM],-3%[9.22 µM],17%[11.4 µM]
CC(=O)c1cccc(NC(=O)[C@@H](NC(N)=O)C(C)C)c1,?,-3%,i,2%,11%,5%,16%,0%
COc1ccc([N+](=O)[O-])cc1NS(=O)(=O)c1cccc(C(=O)O)c1,nt,nt,-4%,nt,3%,2%,nt,4%
CCOC(=O)N1CCN(C(c2ccc(F)cc2)c2sc3nc(C)nn3c2O)CC1 (stereo not given),-7%,4%,-8%,-3%,-10%,-11%,-10%,8%
CCC(C)(C(=O)Nc1ccccc1C)N(C(=O)CNC(C)=O)c1ccc(C)cc1 (stereo not given),-3%,0%,-1%,6%,7%,10%,-7%,-2%

Copied from the list.
Under SMN2 splice enh, CCC(C)(C(=O)Nc1ccccc1C)N(C(=O)CNC(C)=O)c1ccc(C)cc1 (stereo not given) has -7%
Under Tau ThT inhib, CCOC(=O)c1sc(Nc2nc(C)cc(OC)n2)nc1C has -13%
Under KinaseGlo FLuc, C#CCCOC(=O)N1C2=NC(C(=O)OC)=C(C(=O)OC)[C@@H]3N(Cc4ccccc4)c4ccccc4[C@]23C[C@H]1C(=O)OC has -1%[7.66 µM]
Under JMJD2E inh, Cc1nc(N2CCOCC2)nc(N2CCCCC2)c1[N+](=O)[O-] has 4%
Under SMN2 splice enh, CNC(=S)Nc1cc(OC)ccc1OC has 6%

Additional compounds
Compound,LMNA splice mod,KinaseGlo FLuc,RECQ1 inh,ALDH1A1 inh,L3MBTL1 block,Tau ThT inhib,SMN2 splice enh,JMJD2E inh
COCCNC(=O)CC(=O)N/N=C/c1ccc(C(=O)OC)cc1,19%[46 µM],2%,i,11%,-1%,-15%,nt,-12%
COc1ccccc1C(=O)NCC(=O)OCC(=O)Nc1cccc(S(=O)(=O)N2CCCCCC2)c1,2%[46 µM],1%,-14%,10%,5%,0%,1%,-3%
Cc1nn(Cc2n[nH]c(=S)n2Cc2ccccc2)c(C)c1Cl,6%,-1%,-9%,-12%,-2%,-12%,6%,-10%
CCCCCCn1c(CN2CCN(Cc3ccccc3)CC2)nc2c1c(=O)n(C)c(=O)n2C,-5%,5%,0%,?,-12%,-10%,-7%,-27%
CC1CC(C)CN(CC(=O)NC(c2ccccc2)c2ccccc2)C1 (stereo not given),nt,-5%,-11%,11µM*,0%,-17%,nt,2%
CC(C)COC[C@H](CN(Cc1ccccc1)c1ccccc1)N1CCCC1,?,-1%[17.1 µM],i,6%[20.9 µM],nt,nt,-11%[20.6 µM],-2%[25.5 µM]
CCCC[C@@H]1C[C@H]1C(NC(=O)c1ccccc1)c1ccccc1 (stereo not given in full),nt,-2%,-8%,-9%,nt,-5%,-27%,-4%
COc1ccccc1NC(=O)N(CCN(C)C)Cc1cc2cc(C)ccc2[nH]c1=O,-6%,0%,-19%,5%,nt,-10%,14%,-10%
Cc1cc(C)n2[nH]c(=O)c(N=Nc3cccc(C(F)(F)F)c3)c2n1,-10%,-3%,i,8%,nt,?,?,?
COc1ccc(N(C(=O)c2ccco2)S(=O)(=O)c2cccc([N+](=O)[O-])c2)cc1,4%,4%,1%,-13%,nt,-27%,-14%,-14%
Cn1cc(CN2CCC(C(=O)N3CCCC3)CC2)c(-c2ccccc2F)n1,nt,2%,-1%,-2%,-1%,-4%,nt,9%
Cn1c(-c2ccccc2)cnc1N,5%,0%,i,8%,-8%,-17%,24%,20%

2 of these compounds, reformatted:
Under each structure – LMNA splice mod	KinaseGlo FLuc	RECQ1 inh	ALDH1A1 inh	L3MBTL1 block	Tau ThT inhib	SMN2 splice enh	JMJD2E inh
> CC1CC(C)CN(CC(=O)NC(c2ccccc2)c2ccccc2)C1 (stereo not given)
→ nt	-5%	-11%	11µM*	0%	-17%	nt	2%
> CC(C)COC[C@H](CN(Cc1ccccc1)c1ccccc1)N1CCCC1
→ ?	-1%[17.1 µM]	i	6%[20.9 µM]	nt	nt	-11%[20.6 µM]	-2%[25.5 µM]

Screening results from PubChem BioAssay.
